Siah-1 displacement – Siah-1 peptide-binding antagonists, primary screen, biochemical, fluorescence polarization, rhodamine-plectin, uHTS (AID 1817); displacement, % at 20 µM; hits with a dose series show IC50 in µM; 290,000 compounds, 0.02% hits; Siah-1 / rhodamine-plectin peptide fluorescence polarization; higher % means a stronger effect;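 active means displacement of at least 50% at 20 µM, with a fluorescence ratio check between 0.3 and a set limit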;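 further: plate controls were Siah plus tracer with DMSO for no effect and tracer alone without Siah for full effect; strong numbers were not always called active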
AID2073 – inhibitors of Mint1-CaV2.2 protein interaction, biochemical, HTRF (AID 2073) | HTRF protein-protein interaction, Mint1-CaV2.2; higher % means a stronger effect | inhibition, % at 20 µM; hits with a dose series show IC50 in µM | 290,000 compounds, 0.19% hits; in the data active means inhibition mostly above about 51%, no sharp cut-off; inconclusive means no clear call, values can overlap the other calls; inactive means mostly below about 53%; further: some results filed as inactive read as strong as hits
Dengue-2 NS5 capping – Dengue-2 NS5 methyltransferase inhibitors, primary screen, biochemical, confirmation dose response (AID 588689); Dengue-2 NS5 methyltransferase capping enzyme assay, biochemical; higher % means a stronger effect; inhibition, % at 25 µM, or IC50 in µM where a hit was titrated; 340,000 compounds, 0.3% hits; in the data active means a potency from the dose series; inconclusive means inhibition above about 29% without an active follow-up result
RSV CPE inhibition – inhibition of RSV-induced cytopathic effect – HEp-2 cells, primary 10 µM value included (AID 2391) | 310,000 compounds, 0.13% hits | CPE inhibition, % at 10 µM, or IC50 in µM where a hit was titrated | HEp-2 cells, RSV-induced CPE inhibition; higher % means a stronger effect; in the data active means a potency from the dose series; inconclusive means CPE inhibition mostly from about 23% at the one dose, without a potency; inactive means the rest, 99 in 100 with CPE inhibition below about 21%; further: strong numbers were not always called active
HIV fusion peptide – inhibitors of HIV fusion peptide binding, primary screen, biochemical, uHTS, fluorescence dequenching (AID 1986); inhibition, % at 20 µM, or IC50 in µM where a hit was titrated; cell-free peptide binding, fluorescence dequenching, 30 min; higher % means a stronger effect; 290,000 compounds, 0.3% hits; in the data active means inhibition mostly above about 52%, no sharp cut-off; inactive means mostly below about 76%; further: some results filed as inactive read as strong as hits
LYP inhibition – PTPN22 lymphoid phosphatase activity blockers – biochemical, fluorescence intensity, uHTS (AID 1779). recombinant LYP phosphatase, fluorescence intensity; higher % means a stronger effect. one-dose inhibition, % at 11.5 µM; IC50 in µM for titrated hits. 290,000 compounds, 0.054% hits; in the data active means inhibition above about 50%;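 further: plate controls were vehicle with enzyme for no effect and no enzyme for full effect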
Large T inhibition – TAg ATPase/helicase activity blockers – biochemical (AID 1903) | inhibition, % at 20 µM; hits with a dose series show IC50 in µM | 310,000 compounds, 0.39% hits | SV40 large T antigen ATPase/helicase inhibition assay; higher % means a stronger effect; in the data active means a potency from the dose series; inconclusive means inhibition mostly from about 32% at the one dose, without a potency; inactive means the rest, 99 in 100 with inhibition below about 32%; further: strong numbers were not always called active
XIAP antagonists – small molecules displacing peptide from XIAP – biochemical, IAP family, fluorescence polarization (AID 1018); 200,000 compounds, 0.007% hits; one-dose displacement, % at 20 µM; IC50 in µM for titrated hits; XIAP BIR domain, fluorescence polarization peptide displacement; higher % means a stronger effect; in the data active means displacement above about 50%; further: a part of the inactive calls stands beside numbers as strong as those of hits
MgcRacGAP inhibition – MgcRacGAP GTPase-activating activity inhibitors, confirmation, biochemical, ADP Hunter fluorescence. MgcRacGAP-stimulated Rac1 GTP hydrolysis, ADP Hunter fluorescence; higher % means a stronger effect; GST-tagged Rac1 F28L mutant substrate. one-dose inhibition, % at 30 µM; IC50 in µM for titrated hits. 340,000 compounds, 0.6% hits;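 active means first-screen hits whose inhibition reached a set limit at any dose in the follow-up dose series; inconclusive means inhibition above the set first-screen limit but never retested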;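 further: fluorescence reports GDP produced by GAP-driven GTP hydrolysis; strong numbers were not always called active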
Dengue-2 NS5 capping pilot replicate – further read-out of Dengue-2 NS5 capping, marked with its call; inhibition, %; measured here: pilot screen replicate inhibition
An asterisk follows results filed as active; ? = inconclusive; / = not tested or not shown.

Start of the data: the first 3 records as a preview:
SMILES	Siah-1 displacement	AID2073	Dengue-2 NS5 capping	RSV CPE inhibition	HIV fusion peptide	LYP inhibition	Large T inhibition	XIAP antagonists	MgcRacGAP inhibition	others
O=C(NCCc1ccncc1)Nc1ccccc1	1%	13%	-9%	1.5%	-1.6%	-2%	2%	-2.0%	4%
O=C(Nc1ccccc1)N(Cc1ccccc1)C1=NCCS1	-2%	9%	-8%	1.4%	-1.5%	-1%	5%	-8.1%	5%
CC(=O)C1=C(C)NC(SCC(=O)c2ccc(Cl)cc2)=C(C#N)C1c1ccco1 (configuration not stated)	-1%	23%	14%	?	1.8%	6%	16%	-5.3%	6%

All compounds of this part, previewed entries included:
SMILES	Siah-1 displacement	AID2073	Dengue-2 NS5 capping	RSV CPE inhibition	HIV fusion peptide	LYP inhibition	Large T inhibition	XIAP antagonists	MgcRacGAP inhibition	others
O=C(NCCc1ccncc1)Nc1ccccc1	1%	13%	-9%	1.5%	-1.6%	-2%	2%	-2.0%	4%
O=C(Nc1ccccc1)N(Cc1ccccc1)C1=NCCS1	-2%	9%	-8%	1.4%	-1.5%	-1%	5%	-8.1%	5%
CC(=O)C1=C(C)NC(SCC(=O)c2ccc(Cl)cc2)=C(C#N)C1c1ccco1 (configuration not stated)	-1%	23%	14%	?	1.8%	6%	16%	-5.3%	6%
Cc1ccccc1CSc1nnc(-c2ccccc2)c(=O)[nH]1	16%	13%	4%	5.5%	3.3%	-3%	9%	-16%	9%
CCOP(=O)(OCC)c1nc(-c2ccc(F)cc2)oc1NCc1ccccc1	1%	2%	-6%	-1.4%	-1.0%	-10%	10%	-5.2%	6%
CSc1ccc(CN2CCC(Cc3ccccc3)CC2)cc1	-4%	9%	-5%	-0.1%	-1.8%	2%	-7%	/	15%	Dengue-2 NS5 capping pilot replicate=-3.0
COc1cc(NC(=O)CC(C)S(=O)(=O)c2ccc3c(c2)NC(=O)CO3)cc(OC)c1OC (configuration not stated)	0%	-9%	-4%	1.6%	1.1%	-9%	-4%	/	9%
CCOc1ccc2oc(-c3ccccc3)c(C(=O)O)c2c1	4%	30%	2%	1.3%	1.3%	-8%	-18%	-5.9%	7%
CCOC(=O)C(C)Oc1ccc2c(-c3cccc([N+](=O)[O-])c3)cc(=O)oc2c1 (configuration not stated)	1%	6%	0%	0.8%	0.6%	3%	3%	-2.3%	-5%
Cc1ccccc1Oc1nnc(-c2cccs2)c2ccccc12	6%	1%	-6%	/	-2.2%	2%	0%	/	12%
Cc1cccn2c(=O)c3cc(C(=O)NCCCN4CCCC4=O)n(C)c3nc12	-5%	16%	0%	0.9%	0.1%	-2%	5%	-7.4%	8%
CCc1ccc2[nH]c(=O)c(CN(Cc3ccco3)S(=O)(=O)c3ccc4c(c3)OCCO4)cc2c1	-4%	14%	-4%	-1.1%	-1.0%	-7%	-1%	-15%	-2%
C/C(=N\OCC(=O)OC(C)C(=O)Nc1ccc(C(N)=O)cc1)c1ccc2c(c1)OCO2 (configuration not stated)	-3%	5%	3%	1.9%	0.5%	-8%	2%	/	6%
COc1cc(N(C)C)c([N+](=O)[O-])cc1C(=O)N1CCOCC1	1%	6%	-13%	0.5%	-1.0%	-4%	/	-3.4%	5%
COc1ccc(-c2nc3c(c(=O)c4ccccc4n3C)c(=O)n2Cc2ccccc2)cc1	12%	-2%	-1%	13%	-0.4%	-3%	2%	0.0%	9%
Clc1nc(NCCN2CCOCC2)nc(NCc2ccccc2)n1	4%	3%	0%	0.7%	-0.9%	-7%	7%	-5.5%	8%
CCN1C(=O)C2(C(C#N)=C(N)Oc3n[nH]c(-c4ccccc4)c32)c2ccccc21 (configuration not stated)	2%	-1%	0%	-1.8%	-0.5%	-9%	10%	-4.7%	9%
Cc1nc(NCCN2CCOCC2)c2nnn(Cc3ccccc3Cl)c2n1	-5%	1%	-1%	0.1%	-3.0%	-6%	5%	-7.4%	7%
O=C1CN=C(Nc2ccccc2Cl)N1c1ccccc1	-4%	27%	3%	-1.1%	-0.6%	-10%	-3%	-8.0%	8%
Cc1cccc(C)c1NC(=O)CN(C1CCCCC1)S(C)(=O)=O	-3%	3%	-3%	1.3%	0.9%	-10%	10%	/	0%
C=CCc1cc(C)ccc1OCCCn1ccnc1	7%	-6%	3%	4.2%	2.0%	0%	7%	/	127µM*
Cc1ccc(CNC(=O)C2CCN(S(=O)(=O)N3CCOCC3)CC2)cc1	-1%	5%	-8%	-0.7%	9.2%	-4%	13%	-5.8%	-3%
CCOC(=O)c1ccccc1NC(=O)CSc1nc(N)cc(=O)[nH]1	2%	15%	9%	0.2%	1.1%	2%	15%	/	-6%
COc1ccc(-n2nc3c(c2NC(=O)CCCl)CSC3)cc1	-3%	18%	-8%	0.4%	1.3%	-8%	10%	/	10%
O=C(O)c1ccccc1NC(=O)C(Cc1ccccc1)N1C(=O)c2ccccc2C1=O (configuration not stated)	0%	5%	3%	3.4%	12%	0%	9%	/	17%
COCCNC(=O)C1(C(F)(F)F)CC(CCCO)CCCO1 (configuration not stated)	/	/	1%	1.6%	/	/	12%	/	7%
COc1cc(OC)cc(C(=O)NCC2CCCN(Cc3cccc(C(C)=O)c3)C2)c1 (configuration not stated)	-4%	0%	-12%	0.1%	-1.0%	-8%	4%	/	10%
O=C(O)CC1(CC(=O)Nc2ccc(Br)cc2)CCCCC1	-8%	0%	0%	0.1%	1.7%	-2%	2%	1.5%	-2%
NC(=O)C1CCN(CC(O)CSc2ccc(F)cc2)CC1 (configuration not stated)	1%	6%	-6%	0.3%	-2.2%	-7%	6%	/	13%
O=C(CN1CCc2ccccc2C1)Nc1ccc(F)cc1	2%	-1%	8%	-0.1%	1.0%	-8%	15%	/	0%
COc1cccc(/C=C(\C(=O)O)c2ccccc2)c1	9%	5%	-2%	-0.8%	1.5%	-4%	-1%	-4.1%	7%
CCOc1ccc(CCNS(=O)(=O)c2ccc3c(c2)NC(=O)CO3)cc1OCC	2%	1%	-9%	4.8%	0.2%	-3%	-4%	/	-2%
CSc1nc(-c2ccco2)nn1C(=O)c1cccs1	-4%	4%	-9%	0.2%	0.2%	-9%	0%	-4.1%	9%
Cc1ccc(-c2nc(CN3CCN(c4cnccn4)CC3)c(C)o2)o1	-8%	7%	-8%	0.1%	-1.9%	-6%	28%	0.1%	5%
CCOc1ccc(-n2cnc3c(=O)[nH]c(N)nc32)cc1	1%	6%	-9%	1.1%	-0.6%	-7%	2%	/	7%
COC1CCCN(C(=O)c2ccc3nc(Cc4cccc(Cl)c4)oc3c2)C1 (configuration not stated)	2%	9%	-1%	3.7%	2.1%	-3%	26%	/	2%
Cc1c(O)ccc(C(=O)CN2CCN(c3ccccc3)CC2)c1O	7%	1%	-11%	1.2%	0.1%	-6%	11%	/	-4%
COc1ccc(-c2cc(C(F)(F)F)nc(-n3ccnc3)n2)cc1	6%	?	-11%	1.3%	-1.5%	-2%	6%	-3.4%	8%
COC(=O)[C@@]12CCCN1[C@H](c1ccc(SC3CCCCC3)cc1)[C@H]1C(=O)N(C)C(=O)[C@H]12	/	/	-6%	2.7%	/	/	16%	/	10%
CC(C)Cc1nnc(NC(=O)CCC(=O)NCCc2ccccc2)s1	-6%	-1%	28%	0.0%	-0.6%	-11%	-3%	/	1%
COc1ccccc1NC(=O)CNC(=O)c1ccccc1	-3%	6%	1%	1.6%	1.7%	-15%	0%	-2.6%	1%
Cc1ccc(NC(=O)CCc2c(C)nn(-c3ccc(N4CCOCC4)nn3)c2C)c(C)c1	1%	5%	-15%	0.5%	0.2%	-6%	11%	/	6%
COc1ccc(Nc2nc(NCc3ccco3)nc(N/N=C/c3ccccc3Cl)n2)cc1	4%	12%	-2%	0.1%	3.9%	2%	7%	-10%	4%
COc1ccc(NC(=O)c2cc(F)cc(F)c2)cc1Cl	4%	-5%	1%	1.6%	0.5%	-6%	12%	-2.5%	2%	Dengue-2 NS5 capping pilot replicate=6.1
CCN(CC)S(=O)(=O)c1cccc(C(=O)N/N=C/c2ccc(N3CCOCC3)cc2)c1	2%	21%	-1%	0.7%	-1.8%	1%	4%	-4.2%	1%
COC(=O)C1=C(C)N(C)C(=O)NC1c1ccc(O)c(OC)c1 (configuration not stated)	-3%	11%	-3%	1.8%	-1.0%	-2%	12%	-3.7%	11%
Cc1cc(N(CN2CCCC2=O)C(=O)c2ccc(F)cc2)no1	-3%	-1%	-1%	3.1%	-2.3%	-4%	5%	-4.2%	4%
NC(=O)C1CCN(CC(=O)Nc2ccc(S(=O)(=O)N3CCOCC3)cc2)CC1	0%	8%	0%	3.3%	1.3%	-10%	7%	/	4%
Cc1ccc(C)c(CN2CCCN(Cc3cc(C)ccc3C)S2(=O)=O)c1	11%	22%	1%	3.4%	2.3%	0%	10%	/	9%
COc1cccc(NC(=O)CSc2nnc(Cc3ccc(C)cc3)c(=O)n2N)c1	/	/	3%	0.3%	/	/	11%	/	4%

More compounds
SMILES	Siah-1 displacement	AID2073	Dengue-2 NS5 capping	RSV CPE inhibition	HIV fusion peptide	LYP inhibition	Large T inhibition	XIAP antagonists	MgcRacGAP inhibition	others
Cc1cc(/C=N/NC(=O)C(O)(c2ccccc2)c2ccccc2)c(C)n1-c1cccc(C(=O)O)c1	-3%	2%	-5%	1.0%	34%	-2%	36%	/	11%
CCn1c(SCC(=O)Nc2cccc(OC)c2)nc2ccccc2c1=O	-3%	6%	-5%	4.3%	-0.9%	-4%	-6%	/	7%
O=C(CSC(=S)N1CCCC1)N1CCN(S(=O)(=O)c2cccc([N+](=O)[O-])c2)CC1	-5%	-37%	1%	1.8%	-1.4%	0%	0%	/	8%
CNCC(=O)O	/	/	-4%	0.4%	/	/	10%	/	8%
COc1ccc(/C=N/N=C/c2ccc(OC)c(O)c2)cc1O	-6%	1%	-3%	1.6%	-1.6%	-5%	1%	-1.7%	3%
Cc1ccc2sc(N(CCCN(C)C)C(=O)c3ccc(S(=O)(=O)N4CCCCCC4)cc3)nc2c1C	/	/	-4%	0.0%	/	/	10%	/	11%
O=C(Cn1c2c(sc1=O)C1c3ccccc3OCC1CS2)Nc1ccc(Cl)cc1 (configuration not stated)	-6%	-3%	-6%	18%	16%	-1%	-6%	-9.9%	3%
COc1ccc(NC(=O)c2cc(-c3cc(OC)c(OC)c(OC)c3)nc3ccccc23)cc1OC	-3%	14%	-2%	0.1%	-1.0%	-1%	-5%	/	5%
O=C(Nc1cccc(Cl)c1)OCc1cn(-c2ccccc2)nn1	5%	-6%	8%	1.8%	1.0%	0%	2%	-4.9%	12%
Cc1ccccc1NC(=O)NCC1CCN(C(=O)OC(C)(C)C)CC1	-6%	-5%	-9%	3.1%	-1.0%	-7%	5%	/	8%
Cc1nn(-c2ccccc2)c(-c2ccccc2[N+](=O)[O-])c1C(=O)O	6%	-8%	/	/	-0.3%	-10%	-3%	/	/
Cc1nnc(NC(=O)CSc2nnc3ncccn23)s1	-4%	-3%	5%	0.4%	1.1%	-12%	3%	/	0%
Cc1cc(C)c(NC(=O)CN2CCOCCOCCOCCOCC2)c(C)c1	/	/	5%	-1.0%	/	/	10%	/	11%
